UPR CHOP act – apoptotic UPR (CHOP) activation. CHO-CHOP luciferase reporter, luminescence; percent of tunicamycin response over DMSO baseline. activation, % at 10 µM. actives 0.34% (n = 330,000). AID 449763;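 active = at 10 µM dose, activation of 40% or more, normalized to positive control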;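 note: 100% = tunicamycin at 10 µg/mL and 0% = DMSO alone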
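System: CHO-CHOP luciferase reporter cell line | Buffer or medium: F12 medium containing 10% fetal bovine serum | Doses: One dose, 10 µM in 0.5% DMSO | Times: 6 h compound exposure at 37 °C after overnight seeding | Signal: Luciferase luminescence | Read-out: % activation vs tunicamycin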
APJ agonist – activates the human apelin receptor APJ; P35414; CHO-K1 APJ PathHunter beta-arrestin, luminescence; 0% DMSO wells, 100% apelin; activation, % at 20 µM; actives 0.11% (n = 330,000);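 active = activation more than six SD over the plate average, tested at 20 µM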;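 note: 0% = DMSO alone and 100% = apelin-13 at 10 nM; some results filed as inactive read as strong as hits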
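Test system – PathHunter CHO-K1 APJ (AGTRL-1) beta-arrestin reporter cells · Input – 1000 cells/well · Compound – single test compound dose, 20 µM final, 1% DMSO · Times – compound stimulation 90 min at 25 °C, detection 60 min · Technique – beta-gal luminescence · Read-out basis – APJ–arrestin association signal · Control set – negative DMSO alone, positive Apelin-13 at 10 nM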
NLRP3 yeast inh – inhibitors of NALP3 inflammasome in yeast; Yeast reconstituted NLRP3/ASC/caspase-1, beta-gal luminescence, 24 h; inhibition, % at 10 µM; actives 0.39% (n = 330,000); AID 2825;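 active = inhibition of 50% or more; inactive = inhibition below 50%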;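 note: plate controls were induced DMSO wells for no effect and uninduced yeast grown without galactose for full effect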
TIM10 inh – inhibits growth of TIM10 yeast strain; S. cerevisiae TIM10 strain growth, BacTiter-Glo luminescence, 24 h; inhibition, % at 10 µM; actives 1.4% (n = 330,000);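 active = inhibition of 40% or more at the single tested concentration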;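 note: wild-type TIM10 isogenic control strain grown at permissive 25 °C; 0% = DMSO yeast wells and 100% = minimal medium wells without yeast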
Mdm2 MdmX PPI – human Mdm2/MdmX binding inhibition; O15151+Q00987; SaOS-2 split-luciferase Mdm2/MdmX complementation, luminescence; inhibition, % at 8 µM; actives 3% (n = 330,000); AID 485346;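 active = inhibition of at least 50% at 8 µM in the primary screen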
Target sequence (O15151 whole entry, looked up): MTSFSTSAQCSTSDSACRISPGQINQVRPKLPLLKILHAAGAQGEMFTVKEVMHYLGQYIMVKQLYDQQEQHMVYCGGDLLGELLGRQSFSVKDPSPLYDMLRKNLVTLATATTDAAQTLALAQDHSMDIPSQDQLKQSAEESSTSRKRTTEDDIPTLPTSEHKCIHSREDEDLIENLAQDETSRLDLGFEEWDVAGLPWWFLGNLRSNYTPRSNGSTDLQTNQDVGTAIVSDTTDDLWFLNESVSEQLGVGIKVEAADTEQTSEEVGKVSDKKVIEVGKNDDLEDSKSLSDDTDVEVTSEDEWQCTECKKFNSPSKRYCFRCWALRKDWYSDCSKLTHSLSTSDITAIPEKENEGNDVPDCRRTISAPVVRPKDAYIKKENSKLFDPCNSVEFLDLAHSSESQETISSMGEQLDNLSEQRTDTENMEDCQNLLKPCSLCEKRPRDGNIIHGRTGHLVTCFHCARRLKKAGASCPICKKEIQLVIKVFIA
Target sequence (Q00987 whole entry, looked up): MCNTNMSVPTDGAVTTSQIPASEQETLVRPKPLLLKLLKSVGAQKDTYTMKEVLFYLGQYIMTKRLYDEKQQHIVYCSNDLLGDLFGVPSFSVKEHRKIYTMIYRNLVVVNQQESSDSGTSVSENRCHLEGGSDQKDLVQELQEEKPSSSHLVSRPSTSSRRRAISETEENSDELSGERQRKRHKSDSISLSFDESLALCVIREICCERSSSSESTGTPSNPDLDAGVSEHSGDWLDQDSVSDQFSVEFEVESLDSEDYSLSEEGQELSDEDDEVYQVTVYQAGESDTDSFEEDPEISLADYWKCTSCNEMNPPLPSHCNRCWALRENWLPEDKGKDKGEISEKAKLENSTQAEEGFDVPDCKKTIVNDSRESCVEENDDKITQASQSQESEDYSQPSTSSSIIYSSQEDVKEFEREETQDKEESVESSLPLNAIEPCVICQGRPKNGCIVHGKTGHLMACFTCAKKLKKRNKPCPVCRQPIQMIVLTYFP
NR3A LBD binder – modulates the human NR3A ligand-binding domain; NR3A LBD differential scanning fluorimetry, Tm shift; 0% = protein alone, 100% = glycine-bound protein; Tm shift relative to glycine control, % at 25 µM; actives 2.5% (n = 340,000); AID 1259313;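 active = melting temperature shift of at least 10% of the positive control shift, at one fixed dose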
XBP1 UPR activ – adaptive UPR (XBP1) activation. activation, % at 20 µM. CHO-XBP1 luciferase reporter, IRE1-XBP1 UPR activation, luminescence; percent of tunicamycin response, DMSO as zero. actives 0.33% (n = 330,000);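 active = versus positive control, 20 µM dose yields 30% or more activation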;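 note: 100% = tunicamycin at 10 µg/mL and 0% = DMSO only wells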
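Assay system: CHO-XBP1 luciferase reporter cells; Schedule: 6 h treatment, 37 °C; Detection: glow luminescence from Steady-Glo reagent; Benchmarks: high control tunicamycin 10 µg/mL final, low control DMSO vehicle only.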
tim10-1 inh – tim10-1 yeast growth inhibition | S. cerevisiae tim10-1 ts strain growth, BacTiter-Glo, 24 h | inhibition, % at 20 µM | actives 2.2% (n = 330,000);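 active = inhibition of at least 40%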;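 note: mutant grown at 25 °C; 0% = DMSO wells with yeast and 100% = wells holding no yeast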
tim23-1 inh – growth inhibitors of tim23-1 mutant yeast; S. cerevisiae tim23-1 growth, BacTiter-Glo luminescence, 24 h; inhibition, % at 20 µM; actives 1.3% (n = 330,000); AID 463212;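 active = growth inhibition of the mutant yeast at or above 50%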;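 note: temperature-sensitive mutant grown at 25 °C; plate controls were DMSO-treated mutant yeast for no effect and medium wells lacking yeast for full effect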
Active calls of the source: *.

Results follow in this order: Mdm2 MdmX PPI	tim10-1 inh	tim23-1 inh	UPR CHOP act	NLRP3 yeast inh	NR3A LBD binder	APJ agonist	TIM10 inh	XBP1 UPR activ
CCc1ccccc1N(CC(=O)NCc1ccco1)C(=O)c1snc(C(N)=O)c1N
  30	3	3	-0.6	19	1	-5	-1	-3
O=C(O)c1nn(CC(=O)N2CCC(Cc3ccccc3)CC2)c(=O)c2ccccc12
  1	12	17	0.5	7	0	-1	8	-4
CC(=O)Nc1ccc(NC(=O)CS(=O)(=O)Cc2ccccc2)cc1
  -5	-15	-12	1.4	1	13*	4	4	-5
COc1ccc(C(=O)Nc2cc(Cl)ccc2Cl)c(OC)n1
  11	-10	-11	0.2	6	2	-3	0	4
Cc1nn(Cc2c(Cl)cccc2Cl)c(C)c1NC(=O)c1cn(-c2ccccc2)nc1-c1ccccc1
  98*	4	12	146*	-6	0	19	7	78*
COC(=O)C1C/C(=N/NS(=O)(=O)c2ccc(C)cc2)CS1 (centres undefined)
  3	-12	-12	-0.7	-3	1	-3	-1	-1
CS(=O)(=O)N(CC(=O)N1CCOCC1)c1ccc2c3c(cccc13)CC2
  -17	1	10	-1.3	-3	2	3	8	-3
CC(Cc1ccccc1)C(=O)NCCO (centres undefined)
  10	-1	5	-1.4	10	-1	-2	-1	-1
CN(C(=O)CCN1C(=O)C(C)(C)Nc2ccccc21)c1ccccc1
  -11	19	4	-0.6	15	0	-2	-2	-1
Nc1ccccc1S(=O)(=O)C(F)F
  0	7	0	2.2	4	0	-3	10	1
O=C(COc1ccccc1F)Nc1ccc2c(c1)CCC2
  -54	-56	37	6.7	35	-14	-2	4	0
O=C(c1cccs1)N1CCN(S(=O)(=O)c2cccs2)CC1
  -12	3	11	-1.5	-34	-2	1	4	-5
COc1cc(NC(=O)CCS(=O)(=O)c2ccc3c(c2)oc(=O)n3C)cc(OC)c1
  15	-4	9	1.7	7	-2	-3	-1	0
COc1ccc(/C=C/C(=O)OCC(=O)NC(C)CCc2ccccc2)cc1OC (centres undefined)
  10	-6	11	0.3	10	4	-1	10	-6
CC1C/C(=N/N2C(=O)CSC2=S)CC(C)(C)C1 (centres undefined)
  19	31	32	-0.5	23	1	-1	25	-4
COc1ccccc1-n1nnnc1SCC(=O)Nc1ccccn1
  9	12	6	0.8	2	-3	-4	0	-2
COc1ccc(N(C(=O)C(C)C)S(=O)(=O)c2cccc3cccnc23)cc1
  12	16	23	0.5	7	-1	-2	13	0
CC(C(=O)N1CCCc2c1c(=O)oc1ccc(O)cc21)N1CCc2ccccc2C1 (centres undefined)
  17	-5	14	0.5	22	-10	-2	-8	-3
Cc1cc(=O)nc2c3ccccc3n(C(C)C(=O)Nc3c(F)c(F)c(F)c(F)c3F)n12 (centres undefined)
  -3	16	16	0.2	6	-1	-2	7	-2
O=c1cc(O)c2sc(Nc3ccc(F)c(Cl)c3)nc2[nH]1
  60*	-14	-9	1.4	10	6	0	13	-1

Arranged by the number under XBP1 UPR activ (falling): 3 of the compounds above.
SMILES | XBP1 UPR activ
Nc1ccccc1S(=O)(=O)C(F)F | 1
CS(=O)(=O)N(CC(=O)N1CCOCC1)c1ccc2c3c(cccc13)CC2 | -3
COc1ccc(/C=C/C(=O)OCC(=O)NC(C)CCc2ccccc2)cc1OC (centres undefined) | -6

(further entries)
Results follow in this order: Mdm2 MdmX PPI	tim10-1 inh	tim23-1 inh	UPR CHOP act	NLRP3 yeast inh	NR3A LBD binder	APJ agonist	TIM10 inh	XBP1 UPR activ
COc1cccc(NC(=O)c2ccccc2SC)c1
  -8	0	32	1.0	24	2	2	16	2
CC(=O)N1C(=O)C2(C(C#N)=C(N)Oc3n[nH]c(-c4ccccn4)c32)c2ccccc21 (centres undefined)
  -8	6	-2	0.1	6	-5	-1	4	0
CCOC(=O)c1sc(-c2ccccc2)cc1NC(=O)c1ccc(S(=O)(=O)N(CCOC)CCOC)cc1
  32	2	-3	-1.9	12	1	0	-2	-3
C=CCN(CC=C)CCCOc1ccccc1C(=O)OC
  9	5	7	0.5	6	-3	-1	-2	-1
O=C(Nc1ccccn1)C1CCN(C(=O)Nc2ccccc2)CC1
  15	-18	-10	0.7	6	-1	9	-5	1
Cn1c(=O)oc2cc(S(=O)(=O)Nc3ccc(F)cc3)ccc21
  -20	-2	-1	-0.7	6	2	-2	-11	-2
CCCCNC(=O)c1ccccc1NC(=O)c1ccccc1N(C)S(C)(=O)=O
  -20	8	1	0.2	11	1	-1	-12	2
NC(=O)CSc1nnc(-c2cccnc2)n1CCc1ccccc1
  27	5	4	1.4	-9	-3	3	3	-1
CC(=O)Nc1ccc(C(=O)NNC(=O)c2cccc(C)c2)cc1
  13	-4	10	3.9	18	-2	-4	-9	-6
Cc1cc2[nH]c(=O)c(=O)[nH]c2cc1S(=O)(=O)N1CCN(c2ccccc2)CC1
  -11	-2	-3	-1.6	6	-7	-2	7	0
COc1ccc(OC)c(-c2cc(C(=O)Nc3ccc(F)cc3F)no2)c1
  58*	2	0	0.1	12	0	-2	-9	2
Cc1cccc(NC(=O)c2cc([N+](=O)[O-])ccc2NCC2CCCO2)n1 (centres undefined)
  14	37	37	-1.4	19	-3	-2	49*	0
CCCCNc1c([N+](=O)[O-])c(=O)n(C)c2ccccc12
  12	10	9	-0.6	13	1	-4	-5	-3
COc1cc(S(=O)(=O)Nc2ccc(C)cc2)ccc1N=Cc1c(C)c(C#N)c(=O)n(C)c1O
  19	0	11	0.4	12	2	2	9	13
Cc1nc(=O)c(-c2ccccc2)c(C)n1-c1ccc(Br)cc1
  -13	7	13	-1.3	8	-1	0	14	1
O=C(Cn1cc(C(F)(F)F)ccc1=O)NC1CCCC1
  -23	-1	11	-0.3	4	4	-3	3	2
O=C(CSc1ncnc2ccccc12)NCCc1ccccc1
  -8	13	26	-0.1	14	1	-1	-6	-3
c1ccc2c(c1)ncn2Cc1nnc2sc(-c3ccncc3)nn12
  -8	12	9	1.2	7	2	-5	-10	2
CCCSc1n[nH]c(NC(C)=O)n1
  13	-8	-8	-0.7	21	2	-2	-1	-1
Cc1cc(OCCCC(=O)N2CCCCC2)cc(C)c1Cl
  -9	20	4	2.3	41	-1	-2	13	-1

Structural class, the compounds so far containing a thiophene ring, fused or not
Results follow in this order: Mdm2 MdmX PPI	tim10-1 inh	tim23-1 inh	UPR CHOP act	NLRP3 yeast inh	NR3A LBD binder	APJ agonist	TIM10 inh	XBP1 UPR activ
O=C(c1cccs1)N1CCN(S(=O)(=O)c2cccs2)CC1
  -12	3	11	-1.5	-34	-2	1	4	-5
CCOC(=O)c1sc(-c2ccccc2)cc1NC(=O)c1ccc(S(=O)(=O)N(CCOC)CCOC)cc1
  32	2	-3	-1.9	12	1	0	-2	-3

The list continues:
Results follow in this order: Mdm2 MdmX PPI	tim10-1 inh	tim23-1 inh	UPR CHOP act	NLRP3 yeast inh	NR3A LBD binder	APJ agonist	TIM10 inh	XBP1 UPR activ
CC(=O)NS(=O)(=O)c1ccc(NC(=S)NC(=O)C(C)C)cc1
  10	-26	-1	2.1	13	-8	-2	-2	-3
COc1ccc(C2C(CC(=O)O)=C(O)C(=O)N2c2ccccc2)cc1 (centres undefined)
  -29	18	22	0.0	24	-1	0	6	2
Cc1cccc(N2CCN(C(c3ccccc3)c3nnnn3C(C)(C)C)CC2)c1C (centres undefined)
  15	19	17	15	20	1	5	41*	4
COc1ccc(C(C)C)cc1S(=O)(=O)Nc1ccc(Cl)cn1
  5	20	17	-1.6	-3	0	1	-5	-4
Cc1cc(C(=O)N2CCN(Cc3ccc4c(c3)OCO4)CC2)cs1
  25	11	10	1.7	17	-1	-1	7	0
Cc1cc(C)c2c(CC(=O)NCCc3ccccc3)coc2c1
  3	15	9	-0.8	13	0	-4	13	1
N=c1c(C(=O)NCCN2CCOCC2)cc2c(=O)n3ccccc3nc2n1Cc1ccc(F)cc1
  23	10	-9	-0.2	17	-2	-4	-6	-5
CCN(CC(=O)Nc1c(F)cccc1F)C(=O)c1ccc(N2CCCCC2)c([N+](=O)[O-])c1
  -2	9	19	3.0	24	10	-3	-1	-4
C/C(=N\NC(=O)Cc1ccc(F)cc1)c1ccc(F)cc1
  -6	2	-8	1.6	-2	-8	0	4	-2
CCOc1ccccc1NC(=O)CSc1ccc(-c2sc(C)nc2C)nn1
  17	20	26	0.1	13	2	2	-8	1
CCCCCCCn1c(=N)n(CC(=O)c2ccco2)c2ccccc21
  63*	16	4	0.7	13	-2	6	0	-1
Cc1cccc(OCCNC(=O)c2ccc(Cl)c(S(=O)(=O)NCc3cccnc3)c2)c1
  42	6	-2	1.3	20	0	-3	-9	1
COc1cc(C2=NOC(C(=O)N3CCCc4ccccc43)C2)cc(OC)c1OC (centres undefined)
  14	40*	24	-0.5	13	2	0	21	-2
Cc1ccc(Nc2nc(C)cc(C)c2C(N)=O)c(C)c1
  1	-9	-8	-1.4	18	-2	-2	-1	-2
Cc1ccc(C2CCN(C(=S)Nc3cccc(C)c3)C2)cc1 (centres undefined)
  -12	7	39	2.5	38	-2	-2	6	-1
Cc1[nH]c(C)c(S(=O)(=O)N(Cc2ccccc2)C(C)(C)C)c1C(=O)N1CCCC1
  10	8	9	0.2	2	-49	0	5	-2
CCOC(=O)c1ccccc1NC(=O)COC(=O)C(Cc1c[nH]c2ccccc12)NC(C)=O (centres undefined)
  0	0	16	-0.2	28	0	6	9	1
CCOc1ccc(C(=O)Nc2cccc3ncccc23)cc1Cl
  -10	14	34	0.7	29	-3	0	-1	0
Cc1cc(=O)n2nc(N3CCCC(C(=O)NCc4ccco4)C3)sc2n1 (centres undefined)
  19	9	-5	-5.6	4	0	-4	0	-1
CC1CCCN(S(=O)(=O)c2ccc(C(=O)Nc3nnc(-c4ccccc4Cl)o3)cc2)C1 (centres undefined)
  48	42*	-5	3.1	-10	1	-15	22	5

Next compounds.
Results follow in this order: Mdm2 MdmX PPI	tim10-1 inh	tim23-1 inh	UPR CHOP act	NLRP3 yeast inh	NR3A LBD binder	APJ agonist	TIM10 inh	XBP1 UPR activ
COc1cc(CNc2nc3c(C)cc(C)cc3s2)ccc1O
  18	18	33	2.6	26	1	-2	30	-3
CC(Oc1cccc(Cl)c1)C(=O)Nc1cc(=O)n(C)c(=O)n1C (centres undefined)
  6	24	12	0.4	6	8	0	9	4
CC(C)(C)C(=O)NC(=S)Nc1cc(C(F)(F)F)ccc1N1CCOCC1
  7	39	38	-0.1	5	2	-3	48*	1
CCC1SC(CC)C(=O)N(CC(=O)Nc2ccc3c(c2)OCO3)C1=O (centres undefined)
  -34	14	8	0.4	11	-1	-4	19	-1
O=C(CN1CCN(S(=O)(=O)c2ccc3c(c2)OCCO3)CC1)Nc1cccc(F)c1
  2	22	12	-1.4	4	-2	3	-6	1
CCCn1nc(NC(=O)COC)c2cc3cc(C)ccc3nc21
  -33	27	15	1.1	12	1	0	-3	-4
O=C1CC[C@@H](C(=O)N2CSC[C@H]2C(=O)O)N1
  0	2	17	-0.6	1	-3	2	-1	-8
N#Cc1cc(O)c(-n2nnc3ccccc32)cc1C#N
  16	-2	6	-1.5	2	-6	-4	7	-2
C/[N+]([O-])=C\C1C(=O)CCCC1=O
  -8	17	26	-1.2	15	0	-5	0	0
CCCCS(=O)CC(COCc1ccccc1)OC(=O)CSc1nc(C)cc(C)n1 (centres undefined)
  -11	10	9	0.0	-1	0	-1	7	0

Screening results from PubChem.
